# Screening data deposited in PubChem by several laboratories.
# MazEF act: MazEF (E. coli) toxin RNase activation | FAM/BHQ RNA-DNA oligo cleavage fluorescence, 5 h | activation, % at 20 µM | hit rate 0.32% among 350,000 | AID 504720; in the data active = activation above about 50%
# TcdB inh: blocks C. difficile toxin B glycohydrolase activity; TcdB glycohydrolase enzymatic assay, plate reader; inhibition, % at 9.99 µM; hit rate 0.24% among 350,000; P18177; in the data active = inhibition above about 10%
# Rv3671c protease: Rv3671c (M. tuberculosis) protease inhibition. hit rate 0.048% among 320,000. inhibition, % at 5.96 µM. P9WHR9. AID 2606; in the data active = inhibition above about 38%;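 note: extracellular domain of Rv3671c used as enzyme; 0% = enzyme with DMSO and 100% = no enzyme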
# Vc quorum ag: quorum light induction in luxS cqsA deficient V. cholerae | V. cholerae BH1578 lux reporter, luminescence, 6 h | hit rate 0.16% among 350,000 | activation, % at 18.7 µM; in the data active = activation mostly above about 9.7%, no sharp cut-off; note: not every result past the cut was called active; inactives centre near 0; reference of the scale not given here
# CCHF vOTU inh: blocks the CCHF virus ovarian tumor domain protease | CCHFV vOTU protease, Pep-AMC fluorescence | inhibition, % at 11.5 µM | hit rate 0.55% among 370,000 | AID 651958; in the data active = inhibition above about 30%; note: 0% = vehicle wells with enzyme and 100% = no enzyme wells
# Yp Topo-I inh: Y. pestis Topo-I inhibition via cleavage products | activity, % at 10 µM | hit rate 0.064% among 360,000 | Y. pestis Topo-I cleavage product accumulation, plate reader | AID 504884; in the data active = activity above about 50%, passing the limit was not always enough; note: inactives centre near 2
# SSB-PriA inh: blocks PriA binding to SSB C-terminal tail. hit rate 0.6% among 430,000. AlphaScreen SSBct-PriA binding, biotinylated peptide. inhibition, % at 33 µM. AID 1272365; in the data active = inhibition mostly above about 37%, no sharp cut-off; inactive = mostly below about 20%;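 note: plate controls were negative control peptide for no effect and reference peptide for full effect; strong numbers were not always called active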
# PrPC TRFRET: inhibitors of human cell surface prion protein PrPC. TR-FRET read-out. AID 720596. P04156. inhibition, % at 13.8 µM. hit rate 0.43% among 370,000; in the data active = inhibition above about 24%; note: 0% = median of the test wells and 100% = reference compound wells
# SARS 3CLpro inh: SARS-CoV 3CLpro protease inhibition; P0C6X7; recombinant SARS-CoV 3CLpro, quenched FRET peptide cleavage; inhibition, % at 6 µM; hit rate 0.14% among 290,000; in the data active = inhibition above about 12%
# DUSP3 inh: inhibitors of human VHR1 phosphatase (DUSP3); recombinant VHR phosphatase, pNPP absorbance; inhibition, % at 13.3 µM; hit rate 0.52% among 290,000; in the data active = inhibition above about 50%; note: some compounds called inactive have numbers as strong as hits
# * hit, by the source's call; i = inactive; . = not tested or not shown; & = joins results of further samples. Only part of the results is shown; count on the stated rates, not on these rows.
SMILES,MazEF act,TcdB inh,Rv3671c protease,Vc quorum ag,CCHF vOTU inh,Yp Topo-I inh,SSB-PriA inh,PrPC TRFRET,SARS 3CLpro inh,DUSP3 inh
O=[N+]([O-])c1cc([N+](=O)[O-])c2nonc2c1Nc1ccccc1O,8,2.9,.,i,-1,-7,17,-15,0,10
Fc1ccccc1C1c2cccn2CCN1C(=S)Nc1ccc(Br)cc1 (configuration not stated),-1,-0.1,-5,-2.4,-5,-1,25,6,1,18
Cc1ccc(CNC(=O)CS(=O)Cc2nc(-c3ccccc3F)oc2C)cc1 (configuration not stated),8,-0.5,-4,4.3,7,22,-4,5,-3,18
COc1ccc2cc3cc(C(=O)NCc4ccccn4)oc3nc2c1,4,0.4,-6,24,-252,-1,-11,-22,-4,19
COCCCNC(=O)CNC(=S)N(Cc1ccc(F)cc1)C1CCCCC1,-4,.,2,2.8,-8,29,-10,8,6,18
CC(=O)Nc1ccc(NC(=O)CN(c2cccc(C(C)=O)c2)S(C)(=O)=O)cc1,1,0.0,0,-0.1,-9,-13,-1,10,1,9
CCc1nnc(NC(=O)c2ccc(S(=O)(=O)N(CCOC)CCOC)cc2)s1,5,0.7,-5,-0.4,1,-3,5,4,-2,34
COc1ccc(C2=CC(=O)N(Nc3ccccc3)C2=O)cc1,2,0.9,-2,-0.4,-2,13,1,7,-3,24
COc1ccc(NC(=O)COc2ccc3c(c2)CCC3)cc1,4,1.7,-4,-0.2,-1,4,-16,12,3,14
CCOC(=O)N1CCN(C(=O)C2CCN(S(=O)(=O)c3cc(OC)ccc3OC)CC2)CC1,6,7.7,3,-0.4,0,0,-7,-2,0,6
COc1ccc(C(=O)n2nc(-c3ccccc3)nc2N)cc1OC,8,.,0,-4.5,5,-9,-6,3,7,4
COc1cccc(/C=C(/C#N)c2nc3ccccc3[nH]2)c1OC(C)C(=O)O (configuration not stated),3,-0.6,2,-2.2,1,5,18,-4,0,7
CCc1ccc(NC(=O)[C@@H](NC(=O)[C@@H]2Cc3ccccc3CN2)C(C)CC)cc1 (some centres not stated),0,3.2,-9,i,13,17,0,13,3,24
O=C(C1CCN(S(=O)(=O)c2ccc(Cl)cc2)CC1)N1CCN(c2ccccn2)CC1,2,-5.1,0,i,14,35,4,4,.,.
COC(=O)CSc1nnc(-c2ccc3c(c2)OCO3)n1C,-7,.,-7,-1.6,-10,-7,-10&-14,-1,4,38
Cc1ccc2oc(-c3cccc(NC(=O)c4ccccn4)c3)nc2c1,1,-0.4,-8,2.8,-4,3,3,-2,-4,.
CCCCN1/C(=C/c2ccc3ccccc3[n+]2CC)Sc2ccccc21,-92,.,.,0.2,.,9,.,.,-8,1
CCCCn1c(N)c(N(CCOC)C(=O)c2ccc(-c3cccc(C(F)(F)F)c3)o2)c(=O)[nH]c1=O,-3,-0.9,1,-1.8,13,1,.,1,.,.
CC(=O)N1N=C(c2ccncc2)OC12CCCC2,-1,.,-5,i,-2,-2,-4,-5,1,23
CCC(Oc1ccccc1)C(=O)Nc1cc(Cl)ccc1-n1cncn1 (configuration not stated),4,1.0,8,-5.0,8,8,-2,-2,.,.
Cc1cccc(-c2noc(CNS(=O)(=O)c3ccccc3)n2)c1,-6,2.1,-3,-0.1,-9,-6,-16,-4,4,2
COc1cc(OC)c2c(-c3cccc(-c4ccoc4)c3)cc(=O)oc2c1,31,1.2,.,i,2,6,-9,3,.,.
O=C(COC(=O)CCC(=O)c1cccs1)NC1CC1,0,2.2,1,i,-13,7,-1,1,1,2
O=C(NC1CC1)C1=C[C@H](c2csc3ccccc23)C[C@H](OCc2ccc(CO)cc2)O1,4,-2.9&0.9,-13,-0.2,1,29,10,-2,.,15
CC1CCN(C(=O)c2ccc3c(Cl)c4c(nc3c2)CCCC4)CC1,2,1.2,-4,-0.9,7,30,-2,6,-1,6
CC(=O)c1cc2c(cc1NC(=O)c1cccc(S(=O)(=O)N3CCN(C)CC3)c1)OCO2,11,-1.1,-4,-0.5,-12,1,-16,1,3,13
CCC(=O)Nc1nnc(S(=O)(=O)N2c3ccccc3CC2C)s1 (configuration not stated),0,1.9,8,-0.2,-5,0,100*,1,3,-6
COc1ccc(S(=O)(=O)Nc2ccc3c(c2)OCO3)cc1C(=O)O,7,.,-3,1.8,2,2,-6,-10,2,14
COc1ccc(-n2ncc3c(Nc4cccc(C)c4)ncnc32)cc1,0,0.3,4,i,-13,-5,-8,-3,4,27
CCOC(=O)C1CCCN(C(=O)c2ccco2)C1 (configuration not stated),9,.,2,i,3,4,-13,-1,-3,15
O=C(Nc1nnc(SCCC2OCCO2)s1)C1CC(=O)N(c2ccc(F)cc2)C1 (configuration not stated),-4,2.1,-11,-0.3,1,-9,-13,1,-1,-8
O=C(Nc1ccc2c(c1)OCCO2)c1ccc(Cl)c(S(=O)(=O)N2CCCCC2)c1,-8,.,-10,i,-3,4,1,20,3,24
Cc1ccc(/C=C/C2=NN(Cc3ccccc3Cl)C(=O)CC2)cc1,5,.,4,-0.6,10,17,-15,-9,-1,20
COc1ccc(N2CC(O)=C(c3nc(-c4ccc(F)cc4)cs3)C2=N)cc1OC,25,0.3,0,i,-2,20,-3,6,-3,6
O=C(Nc1ccccc1F)c1cc(-c2ccco2)nc2ccccc12,0,1.5,-5,-0.3,-20,4,-5,-17,.,.
COc1ccc(C(=O)CC(=O)C(=O)Nc2ccccc2Cl)cc1,1,1.6,2,-0.9,9,1,4,12,0,-5
N/C(=N\OC(=O)Cc1ccc(Cl)cc1)c1ccccn1,3,.,7,i,-2,4,.,13,-1,-4
Cc1ccccc1S(=O)(=O)Oc1ccc2ccc(O)cc2c1,14,0.9,-13,i,-2,-4,1,-9,-1,19
O=C(NCc1ccccn1)c1ccc(CS(=O)(=O)Cc2ccc(Cl)cc2)o1,11,.,10,15*,3,0,-2,-5,1,47
N/C(=N\OC(=O)Cc1ccccc1)c1ccccc1Cl,4,0.3,4,-0.1,0,-3,.,1,4,14
CCOc1ccc(C2NC(=O)C(C#N)=C(S)N2c2ccc(C)cc2)cc1OC (configuration not stated),-1,.,5,i,7,5,4,6,1,-4
Cc1ccc(S(=O)(=O)NCCC(=O)OC(C)C(=O)NC2CC2)cc1 (configuration not stated),1,0.0,.,-2.8,0,-4,-10,-6,.,.
CCCN(C(=O)CCCSc1nc2ccccc2[nH]1)c1c(N)n(Cc2ccccc2)c(=O)[nH]c1=O,-18,-0.2,-1,-1.4,-2,33,-10,0,.,.
CC1C(=O)N(Cc2cn(CCC3OCCO3)nn2)CCS(=O)(=O)N1Cc1ccc(-c2ccc(Cl)cc2)cc1 (configuration not stated),26,0.9,.,i,21,-8,.,2,.,.
Cc1ccc(CNC(=O)Nc2cccc(C)c2)cc1,-2,11*,-3,-0.2,15,1,-6,6,-3,21
C/C(=N\OC(=O)c1ccccc1)c1cc(-c2ccc(Cl)cc2)no1,-4,.,-4,-0.2,8,-3,.,-3,-1,23
Nn1c(Cc2cccc3ccccc23)n[nH]c1=S,9,1.8,3,-0.3,-2,9,-23,8,3,1
CCOC(=O)c1c(NC(=O)c2ccno2)c2cc([N+](=O)[O-])ccc2n1C,-4,1.8,9,-0.4,-9,-12,-13,-3,-8,19
S=C(Nc1ccc(Cl)cc1Cl)NC1CCN(Cc2ccccc2)CC1,0,0.7,12,-0.4,-1,-2,-8,-8,5,3
COC(=O)C1CCN(C(=O)COC(=O)COc2ccc(C#N)cc2)CC1,-5,1.3,18,-0.9,3,-3,-7,4,-1,17
CCN1C[C@@H]2[C@@H]3C(=O)N(Cc4ccccc4)C(=O)[C@@H]3[C@](C)(C1=O)N2C(=O)c1ccc(C(C)(C)C)cc1,3,1.9,.,-0.3,16,24,4,-5,.,.
CCOc1ccc(NC(=O)CN(C)C(=O)CN2C(=O)NC3(CCCC3)C2=O)cc1OCC,3,0.9,5,i,-2,7,-10,-3,.,.
COc1ccc(NC(=O)CS(=O)(=O)Cc2nc(-c3ccc(C)cc3)oc2C)cc1,-12,-0.8,-7,8.7,9,7,-13,6,0,1
CC1(C)CC(=O)C=C(c2ccc(COC(=O)c3cccc(C(F)(F)F)c3)cc2)C1=O,-2,1.1,.,i,-7,9,.,3,.,.
CC(=O)Oc1ccccc1C1C[C@]2(C)CC(=O)NC2N1C(C)=O (some centres not stated),3,0.6,-1,-0.3,2,3,-6,6,-1,7
O=C(NCc1ccccc1)c1csc(-c2cccnc2)n1,-2,1.1,3,-2.0,-12,4,3,-1,6,5
COc1ccc(C(=O)C(C)OC(=O)C2CC3CCCC(C2)C3=O)cc1 (configuration not stated),-2,0.6,.,-0.8,-10,-3,.,3,.,.
CCN1CCCC1CNC(=O)c1cc2ccc(OC)cc2[nH]1 (configuration not stated),-8,0.8,.,-0.6,3,-8,-4,2,-3,15
Cc1cc(-n2c(C)cc(C(=O)CSc3nncn3C(C)C)c2C)no1,-6,0.3,-7,-0.7,-7,2,2,-4,.,.
OCC[C@H]1C[C@@H](O)[C@H](O)[C@]2(Cc3ccccc3O2)O1,7,0.8,-7,i,0,-4,2,3,.,.
# Continuation.
SMILES,MazEF act,TcdB inh,Rv3671c protease,Vc quorum ag,CCHF vOTU inh,Yp Topo-I inh,SSB-PriA inh,PrPC TRFRET,SARS 3CLpro inh,DUSP3 inh
Cc1cccc(C(=O)NNS(=O)(=O)c2ccc(F)cc2)c1,-13,-2.2,3,-0.2,-11,3,-12,0,-5,1
O=S(=O)(c1cnccc1N1CCN(/N=C/c2ccc(Br)cc2)CC1)N1CCCCC1,-8,.,3,2.8,5,31,.,-4,-5,-8
NNC(=O)c1[nH]c2ccccc2c1-c1ccccc1,-19,-0.1,10,-0.4,-9,-7,102*,10,5,-16
N#CCc1nc(C(c2ccccc2)c2ccccc2)no1,19,0.8,-13,-0.4,8,2,-19,-5,0,1
Cc1c(N2C(=O)CS/C2=N\N=C\c2ccccc2O)c(=O)n(-c2ccccc2)n1C,-3,0.1,-7,-0.2,-6,0,.,-12,8,6
O=C(Nc1ccc2c(c1)CCC2)C1CCN(c2ncccn2)CC1,0,.,-3,-0.2,-9,4,-12,4,3,14
O=C(O)c1ccccc1C(=O)c1ccc(F)c(F)c1,6,-2.1,.,0.4,3,7,-1,-2,.,.
CC[n+]1ccccc1/C=C/c1ccc(N(C)C)cc1,-247,0.4,.,i,27,3,-6,-14,5,-12
COc1ccc(-c2coc3c(C(=O)Nc4ccc(OC)nc4)cccc23)c(C)c1,.,0.6,.,i,4,30,.,0,.,.
C/C(Cc1ccccc1)=N\NC(=O)CNC(=O)c1cccc(Br)c1,3,-0.1,-11,0.5,1,5,.,0,3,-3
COC(=O)/C=C/c1ccc(OC(=O)OC)c(OC(=O)OC)c1,0,-1.0,7,-0.2,3,-1,-6,-9,2,-2
C=CCN(CC=C)C(=O)C(=O)c1ccn(-c2c(C)csc2C(=O)OC)c1,7,0.6,-3,-0.4,11,-5,-4,1,-3,14
O=C1NC(=O)C(CCc2ccncc2)(CCc2ccncc2)C(=O)N1Cc1ccc(F)cc1,2,-0.2,-4,-0.2,-2,23,-10,3,1,20
CSc1ccc(NS(=O)(=O)c2ccc(-n3cnnn3)cc2)cc1,7,0.1,-1,-1.7,-1,4,4,-3,3,22
